# High-throughput results: PubChem, National Center for Advancing Translational Sciences (NCATS)
# TSHR antagonist: blocks TSH signaling through the human TSH receptor | P16473 | 330,000 tested, 0.2% active | activity change, negative = inhibition, % at 11.5 µM | TSHR-expressing cells, TSH-stimulated cAMP HTRF, 2 h; hits give low values;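 active = activity change below a set negative limit, meaning inhibition stronger than a set level, cut at about -70% in these data; inconclusive = activity change between two set negative limits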; note: % is set by controls: 0 for no effect and ±100 for the full control effect
#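 Read-out is FRET at 665 nm (cryptate excitation 337 nm) from a cryptate-tagged anti-cAMP antibody, competed by cell cAMP against cAMP-d2. Compounds are tested on freshly harvested TSHR cells challenged with 4nM TSH (EC80) for 2 hours at 37 deg C.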
# KCNH2 WT inh: inhibitors of human wildtype KCNH2 potassium channel. Q12809. U2OS, BacMam KCNH2, thallium flux FluxOr; hits give low values. activity change, % at 1.84 µM. 340,000 tested, 0.37% active;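 active = maximum activity change below -70%; inconclusive = maximum activity change between -70% and -50%; inactive = maximum activity change above -50%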; note: % is set by controls: 0 for no effect and ±100 for the full control effect
#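 U2OS cells were transduced with wild-type KCNH2 virus (2.03 x 10^8 / mL) for 4 h at room temperature, then cultured overnight at 37 C. Thallium flux was read with FluxOr dye. Rate constants were normalized to DMSO controls.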
# MBNL1 CUG block: MBNL1-poly(CUG) RNA binding inhibition. Q9NR56. TR-FRET MBNL1-His/biotin-(CUG)12 binding, 665/545 ratio. Potency, µM (top dose mostly 57.5 µM), for the others: at the top dose activity change, negative = inhibition, actives largely listed as inhibitors. 280,000 tested, 0.036% active; active = well fitted inhibition curve with a large enough effect in the signal ratio, with a control signal flat, not every such curve was filed as active; inconclusive = small, poorly fitted or top-dose-only effect, or effect the other way, or a change in a side signal; inactive = no such curve, though single readings can be large or run the other way; the % refers to the signal ratio; note: potency is the fitted concentration of half-maximal effect; % is set by controls: 0 for no effect and ±100 for the full control effect
# Target sequence (Q9NR56 whole entry, looked up): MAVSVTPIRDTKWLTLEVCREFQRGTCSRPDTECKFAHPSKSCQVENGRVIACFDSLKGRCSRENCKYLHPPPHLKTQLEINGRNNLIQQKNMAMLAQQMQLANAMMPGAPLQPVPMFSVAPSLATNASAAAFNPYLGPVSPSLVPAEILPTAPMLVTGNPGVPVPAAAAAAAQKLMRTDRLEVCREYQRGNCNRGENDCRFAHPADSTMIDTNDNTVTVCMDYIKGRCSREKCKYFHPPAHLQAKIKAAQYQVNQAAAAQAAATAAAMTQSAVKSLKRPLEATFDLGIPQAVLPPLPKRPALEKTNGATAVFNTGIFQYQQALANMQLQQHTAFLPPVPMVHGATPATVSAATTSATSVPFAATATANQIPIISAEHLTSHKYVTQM
#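 Inhibition of protein-RNA binding appears as loss of TR-FRET between terbium anti-His antibody on MBNL1-His and streptavidin-XL665 on biotin-(CUG)12. Activity is normalized to buffer-only and uninhibited-complex controls.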
# Eya2 inh: inhibitors of human Eya2 phosphatase activity. O00167. Potency, µM (series often up to 76.9 µM), inactives show top-dose activity, negative = inhibition, most hits filed as inhibitors. 330,000 tested, 0.006% active. recombinant Eya2, OMFP fluorescence dephosphorylation (OMFP is methylfluorescein phosphate); note: potency is the fitted concentration of half-maximal effect; % is set by controls: 0 for no effect and ±100 for the full control effect
#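 Eya2 (0.2 uM) preincubated 10 min at ambient with compound, then OMFP substrate added at 50 uM; 10 min reaction in 50 mM HEPES pH 7.5, 50 mM NaCl, 5 uM MgCl2, 0.05% BSA, 1 mM DTT. Fluorescence read at Ex 485/Em 525 nm.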
# BCR signal inh: blocks chronic active B-cell receptor signaling | ABC-DLBCL IkBa-CBG/CBR reporter, luminescence ratio, 4 h | 340,000 tested, 0.05% active | Potency, µM (series often up to 46.1 µM), for the others: at the highest dose ratio change, negative = lower green/red ratio, usual class: inhibitors | AID 493014; active = well fitted inhibition curve with a large enough effect in the signal ratio, with a control signal flat, not every such curve was filed as active; inconclusive = small, poorly fitted or top-dose-only effect, or effect the other way, or a change in a side signal; the % refers to the signal ratio;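 note: potency is the fitted concentration of half-maximal effect; plate controls were basal doxycycline-induced cells for no effect and cells given 10 µM MG132 for full effect; MG132 reads +100%, hits lower the ratio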
#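 TMD8 human ABC-DLBCL cells with doxycycline-inducible IκBα–green luciferase fusion and unfused red luciferase, in 0.5% FBS medium; compounds up to 46 uM, 4 h at 37C. Green/red luminescence ratio, filter-overlap corrected, fitted to concentration-response curves.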
# PKM2 activator: activators of human pyruvate kinase M2. P14618. Potency, µM (titrated, usually from 57.5 µM), for inactives: at the highest dose activation, usual class: activators. 260,000 tested, 0.34% active. purified PKM2, Kinase-Glo ATP luminescence, activation; response scale: 0% is enzyme alone, no compound; note: potency is the fitted concentration of half-maximal effect; % is set by controls: 0 for no effect and ±100 for the full control effect; nearly all actives have a fitted effect of over 55% in size
#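 Kinase-Glo luminescence reports ATP generated from ADP (0.1 mM) and PEP (0.5 mM) by purified hPK-M2 after 1 h at room temperature, pH 7.2 imidazole buffer; intermediate enzyme activity allows detecting inhibitors and activators.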
# S-ASM inh: human S-ASM enzyme inhibition | P17405 | placental ASM, HMU-PC fluorogenic substrate, 60 min | Potency, µM (doses to about 57.5 µM), without a hit: top-dose activity change, negative = inhibition, usual class: inhibitors | 340,000 tested, 0.006% active | AID 504937; note: potency is the fitted concentration of half-maximal effect
#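 qHTS format. ASM enzyme prepared from human placenta hydrolyses the fluorogenic substrate HMU-PC0 (9 uM final) over 60 min at 37 °C after a 10 min compound preincubation.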
# GALK inh: galactokinase (human) inhibition; P51570; AID 1868; Purified GALK, Kinase-Glo residual ATP luminescence; Potency, µM (series often up to 57.5 µM), for inactives: at the top dose activity change, negative = inhibition, most hits filed as inhibitors; 270,000 tested, 0.007% active; note: potency is the fitted concentration of half-maximal effect; % is set by controls: 0 for no effect and ±100 for the full control effect
#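 Compounds were pin-transferred into ATP buffer (35 uM final), then GALK plus galactose (5 nM, 100 uM final) was added. After 1 h at room temperature, Kinase-Glo Plus was added and luminescence read after 10 min.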
# Mito fusion act: mitochondrial division inhibition or fusion activation | AID 485298 | 320,000 tested, 0.23% active | S. cerevisiae fusion-defective mutant growth rescue, CellTiterGlo 48 h | Potency, µM (doses to about 46.1 µM), for inactives: at the top dose growth rescue (activation), usual class: activators;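 note: potency is the fitted concentration of half-maximal effect; % of control where 0% means no effect; nearly all actives have a fitted effect of over 45% in size; temperature-sensitive fusion mutants such as fzo1-1 at 37 °C on non-fermentable ethanol glycerol medium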
#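 Growth-rescue viability read-out: after 48 h at the non-permissive 37C in glycerol/ethanol YPEG, yeast mitochondrial fusion mutants are measured by CellTiterGlo luminescence; compounds (23 nl pinned per well) restoring growth score as division inhibitors or fusion activators.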
# USP2a block: blocks human ubiquitin-specific protease USP2a; 330,000 tested, 0.01% active; Potency, µM (titrated, usually from 38.3 µM), for inactives: top-dose activity change, negative = inhibition, hits mostly inhibitors; O75604; USP2 core, Ub-CHOP2 coupled fluorogenic reporter, 485/531;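 note: potency is the fitted concentration of half-maximal effect; plate controls were DMSO wells for no effect and full inhibition by NEM control for full effect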
# Target sequence (O75604 whole entry, looked up): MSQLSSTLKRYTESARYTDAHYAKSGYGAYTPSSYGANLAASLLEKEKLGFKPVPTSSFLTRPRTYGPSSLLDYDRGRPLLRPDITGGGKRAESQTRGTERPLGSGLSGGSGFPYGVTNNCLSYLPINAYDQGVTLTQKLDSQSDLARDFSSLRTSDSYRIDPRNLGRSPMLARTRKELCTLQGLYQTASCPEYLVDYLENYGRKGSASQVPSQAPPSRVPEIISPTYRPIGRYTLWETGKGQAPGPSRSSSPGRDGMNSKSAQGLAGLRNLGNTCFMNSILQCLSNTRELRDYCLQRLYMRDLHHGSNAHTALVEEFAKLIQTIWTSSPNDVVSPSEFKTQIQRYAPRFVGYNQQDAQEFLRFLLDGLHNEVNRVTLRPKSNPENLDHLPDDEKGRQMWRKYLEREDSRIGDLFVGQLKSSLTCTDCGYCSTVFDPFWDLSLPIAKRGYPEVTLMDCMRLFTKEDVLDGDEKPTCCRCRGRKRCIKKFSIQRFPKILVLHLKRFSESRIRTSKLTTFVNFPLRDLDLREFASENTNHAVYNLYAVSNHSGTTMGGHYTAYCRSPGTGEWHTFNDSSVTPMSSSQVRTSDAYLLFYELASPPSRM
#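 USP2 core (10nM final) preincubated 30min RT with compound in 20mM Tris-HCl pH 8.0, 2mM CaCl2, 2mM beta-mercaptoethanol, 0.05% CHAPS; 25nM Ub-CHOP2 plus 25nM reporter substrate added, fluorescence (Ex485/Em531) read after 60min.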
# Menin-MLL TR inh: menin-MLL binding inhibition, Texas Red mutant peptide | Menin + Texas Red MLL mutant peptide, fluorescence polarization | Potency, µM (doses to about 61.6 µM), for the others: top-dose FP activity change, negative = inhibition, actives largely listed as inhibitors | 270,000 tested, 0.23% active | AID 1768; active = well fitted inhibition curve with a large enough effect in the polarisation, with a control signal flat, not every such curve was filed as active; inconclusive = small, poorly fitted or top-dose-only effect, or effect the other way, or a change in a side signal; inactive = no such curve, though single readings can be large or run the other way; the % refers to the polarisation; note: potency is the fitted concentration of half-maximal effect; % of control where 0% means no effect; many of its hits are not listed in these tables
# * hit, by the source's call; i = inactive; ? = inconclusive; . = not tested or not shown; [ ] = another dose, or the depositor's remark. Unless noted, calls come from the whole dose curve; as a rule, active = well fitted curve in the direction sought with a large enough effect; inconclusive = small, poorly fitted or top-dose-only effect, or another doubt; inactive = no such curve, though single readings can be large; an effect the other way counts as inactive or inconclusive.
# The line under a structure holds: USP2a block	PKM2 activator	KCNH2 WT inh	TSHR antagonist	GALK inh	Menin-MLL TR inh	MBNL1 CUG block	Eya2 inh	S-ASM inh	BCR signal inh	Mito fusion act
- CCCc1cc2nnc(SCC(=O)N(C)C3CCCCC3)n2c(N)n1
→ 1%	-1%	-14	5	-1%	-1%	-1%	-8%	-2%	?	1%
- COC(=O)c1cc(OC)c(OC)cc1NC(=O)c1cc(C(C)(C)C)oc1C
→ 1%	3%	0	-2	.	.	-6%	0%	-1%	?	-11%
- Cc1cc(C(F)(F)F)c(C#N)c(SCC(=O)NC2CC2)n1
→ 1%	4%	-4	-13	7%	14%	5%	2%	0%	?	3%
- COC(=O)c1ccc(CC(=O)c2c(C)cc(O)cc2O)o1
→ 0%	25%	-42	-4	5%	0%	0%	-5%	-7%	2%	5%
- Cc1ccc2c(c1)[nH]c1c(=O)n(CCC3=CCCCC3)cnc12
→ 1%	1%	.	-9	1%	26%	-4%	-5%	.	4%	-3%
- COc1cc(Br)c(C2CC(=O)Nc3cc(OC)c(OC)cc32)cc1OC (stereo unspecified)
→ 2%	-1%[11.5 µM]	-11	-2	7%	-12%	0%	-12%	0%	-8%	3%
- O=C(Nc1ccc(F)cc1F)C1CCN(C(=O)c2ccc(Br)cc2)CC1
→ 2%	-1%	-12	4	4%	-18%	-3%	?	-1%	0%	9%
- CCCCCCn1c(CN2CCCCC2CC)nc2c1c(=O)n(C)c(=O)n2C (stereo unspecified)
→ 1%	-6%	33	3	0%	-2%	2%	-4%	4%	1%	-2%
- CCOc1ccccc1NC(=O)Cn1nnc(-c2ccc(OCC)c(OCC)c2)n1
→ -1%	-4%	-25	10	-5%	50%[activator]	1%	21%	-3%	?	-2%
- Cc1nc2cc(NC(=O)N(C)c3ccc4ccccc4c3)ccc2o1
→ 0%	9%	5	-10	4%	-10%	15%	22%	-1%	-7%	24%
- COc1cccc(C(=O)Nc2cc(C(F)(F)F)ccc2Cl)c1
→ 1%	-6%	-6	0	5%	2%	5%	-6%	0%	19%	0%
- Cc1ccccc1-c1nc(CN2CCC(C(=O)NCc3cccs3)CC2)c(C)o1
→ 1%	-1%	23	7	1%	-5%	1%	-6%	3%	-4%	0%
- COc1ccc(N(CC(=O)NC2CCCCCCC2)S(=O)(=O)c2c(C)nn(C)c2C)cc1
→ 3%	1%	-3	-5	1%	-11%[11.7 µM]	-2%	-6%	1%	3%	4%
- OCCC1CN(Cc2cccc(-n3cccn3)c2)CCN1Cc1ccccc1 (stereo unspecified)
→ 2%	-1%	12	-3	5%	-13%	-4%	6%	2%	-4%	-4%
- O=C(O)C1CC=CCC1C(=O)NC1CCCCC1 (stereo unspecified)
→ 3%	0%	0	6	-1%	1%	-7%	4%	3%	?	7%
- CCSc1nnc(NC(=O)/C=C/c2ccco2)s1
→ 4%	4%	4	-5	-1%	-5%	7%	-2%	-2%	?	-1%
- COc1ccc(CN2CCCC(CNC(=O)c3ccc(F)cc3)C2)c(F)c1 (stereo unspecified)
→ 8%	-1%	58	13	-1%	-2%	0%	8%	0%	-1%	7%
- CC(C)CC(CO)N1CCN(C(=O)c2cccc(C(F)(F)F)c2)CCC1=O (stereo unspecified)
→ 0%	-2%	-3	13	.	5%	4%	3%	6%	-2%	-1%
- COc1ccc(NC(=S)N(CCN(C)C)Cc2cccs2)cc1
→ 1%	3%	2	-7	-2%	-4%	-10%	12%	2%	-3%	14%
- CCc1ccc(OCc2ccc(C(=O)OC)o2)cc1
→ 0%	.	-6	-3	12%	-10%	-3%	-11%	5%	1%	-4%
- COc1ccc(C(=O)n2cc(C(=O)c3cc(C)ccc3O)cn2)cc1
→ 0%	6%	2	-6	2%	12%	-1%	3%	6%	0%	-2%
- CCOCCCNC(=O)c1ccc2c(c1)ncn2-c1ccc(C)cc1C
→ 1%	.	2	0	1%	?	2%	5%	5%	-1%	8%
- Cc1ccc(/C=C/C(=O)OCC(=O)N2CC(=O)Nc3ccccc32)o1
→ 1%	11%	-5	-9	-1%	1%	?	?	1%	?	28%
- CCOC(=O)c1c(NC(=O)CC2SC(=NC)N(C)C2=O)sc(C)c1C (stereo unspecified)
→ 0%	2%	-19	6	-2%	-4%	-17%	-14%	-2%	?	1%
- CN(C)C(=O)C(OC(=O)c1ccc2c(c1)CCCC2)c1ccccc1 (stereo unspecified)
→ 4%	-8%	4	-10	-1%	?	3%	-8%	1%	-7%	17%
- O=C(Nc1nc2ccccc2n1Cc1ccccc1)c1ccco1
→ -6%	5%	-8	2	-2%	71%[activator]	1%	-25%	-7%	3%	9%
- O=C(NCCCN1CCOCC1)c1ccc(N2CCCC2)c([N+](=O)[O-])c1
→ 0%	-4%	11	-1	4%	4%	?	-11%	-7%	7%	-2%
- COc1ccc(NS(=O)(=O)c2ccc3oc(SCc4ccc(F)cc4)nc3c2)cc1
→ -1%	16%	-24	-32	-3%	-2%	8%	0%	-22%	14%	16µM*
- CCOc1ccc(Cl)cc1CN1CCOCC1
→ 6%	9%	4	13	0%	5%	-2%	-9%	1%	4%	2%
- O=C(c1ccc(NC(=S)NCc2ccc(Cl)cc2)cc1)N1CCCCC1
→ -1%	4%	5	24	3%	15%	-6%	-1%	-3%	1%	2%
- COC(CNC(=O)CN1CCN(Cc2ccccc2F)C1=O)OC
→ 0%	.	2	3	.	13%	-14%	?	-1%	4%	5%
- O=C(COc1ccc(S(=O)(=O)N2CCOCC2)cc1)NC1CCCC1
→ 1%	-4%	-21	7	0%	14%	0%	-29%	2%	3%	-3%
- Cc1ccc2nc(-c3ccccc3)cc(C(=O)Nc3cccnc3)c2c1
→ 1%	.	-18	-31	.	.	.	7%	4%	0%	8%
- O=C(CSC1=NC2(CCCCCC2)N=C1c1ccccc1)Nc1ccc2c(c1)OCCO2
→ 1%	-4%	-2	-12	.	22%	-32%	-9%	-8%	-1%	?
- O=C(NCCc1ccccn1)C1CCCN1S(=O)(=O)c1ccc(Cl)cc1 (stereo unspecified)
→ 2%	0%	0	-8	0%	5%	-2%	9%	-2%	1%	-7%
- Cc1cc(C)n(Cc2ccccc2)c(=O)c1S(=O)(=O)c1ccccc1
→ 1%	2%	10	-7	-1%	-9%	6%	8%	1%	1%	3%
- CCCCSc1nc(C)nc2c1c(=O)n(C)c(=O)n2C
→ 0%	-9%	-11	16	2%	4%	?	4%	-7%	0%	?
- C/C(=C\C(=O)c1ccc(Br)cc1)NCc1ccc2c(c1)OCO2
→ -3%	-1%	2	-5	3%	-2%	50%[activator]	-5%	-9%	-1%	-8%
- CC1CN(S(=O)(=O)c2cc(C(=O)NCCC3=CCCCC3)ccc2Cl)CC(C)O1 (stereo unspecified)
→ 2%	.	-2	-39	.	.	.	-3%	16%	8%	7%
- CC(C)(C)c1cc(=O)n2[nH]c(N)nc2n1
→ 2%	2%	6	-2	0%	7%	-9%	-16%	-8%	0%	4%
- O=C(Nc1ccccc1)c1ccc(Nc2c([N+](=O)[O-])cc([N+](=O)[O-])c3ccccc23)cc1
→ 1%	10%	3	-27	-1%	?	1%	0%	-26%	?	-19%
- CN(CC(=O)NC1CC(C)(C)NC(C)(C)C1)S(=O)(=O)c1cc(Cl)ccc1Cl
→ 3%	0%	i	-6	0%	-5%	-9%	-5%	0%	-4%	-2%
- Cc1csc(NC(=O)c2ccc3ccccc3n2)n1
→ 3%	.	0	-1	1%	0%	?	9%	2%	?	6%
- COc1ccc(N2CCN(C(=O)CSc3nnc(COc4cccc5cccnc45)o3)CC2)cc1
→ 2%	-1%	5	1	1%	-13%	8%	14%	-2%	-2%	-1%
- Cc1cc(=O)[nH]c2nnnn12
→ 2%	-2%	2	7	0%	.	.	?	1%	3%	-1%

# The list is partial; the hit share may differ from the screen's.
